M1 ag: human M1 muscarinic receptor agonists, primary screen, Fluo-8 calcium fluorescence, CHO-K1 cells, HTS | Muscarinic acetylcholine receptor M1 (Homo sapiens), P11229 | CHO-K1 hM1, agonist mode; 0% DMSO, 100% acetylcholine EC100 | activation, % at 3 µM | 360,000 tested, 0.33% active;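 active = activation above the run's mean compound activation plus 3 SD, cut at about 16% in these data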;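 also: peak over basal fluorescence ratio within a 140 s kinetic read after compound addition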
CHRM4 antagonist: human M4 muscarinic receptor antagonists, primary screen, CHO cells, Fluo-8 calcium fluorescence; CHO-hM4 cells, ACh EC80; inhibition, % at 3 µM; 360,000 tested, 0.73% active;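 active = inhibition above its plate's cutoff, the mean inhibition of sample wells plus 3 SD, cut at about 27% in these data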;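 also: 0% = acetylcholine EC80 with DMSO and 100% = DMSO without agonist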
Target sequence (P08173 whole entry, looked up): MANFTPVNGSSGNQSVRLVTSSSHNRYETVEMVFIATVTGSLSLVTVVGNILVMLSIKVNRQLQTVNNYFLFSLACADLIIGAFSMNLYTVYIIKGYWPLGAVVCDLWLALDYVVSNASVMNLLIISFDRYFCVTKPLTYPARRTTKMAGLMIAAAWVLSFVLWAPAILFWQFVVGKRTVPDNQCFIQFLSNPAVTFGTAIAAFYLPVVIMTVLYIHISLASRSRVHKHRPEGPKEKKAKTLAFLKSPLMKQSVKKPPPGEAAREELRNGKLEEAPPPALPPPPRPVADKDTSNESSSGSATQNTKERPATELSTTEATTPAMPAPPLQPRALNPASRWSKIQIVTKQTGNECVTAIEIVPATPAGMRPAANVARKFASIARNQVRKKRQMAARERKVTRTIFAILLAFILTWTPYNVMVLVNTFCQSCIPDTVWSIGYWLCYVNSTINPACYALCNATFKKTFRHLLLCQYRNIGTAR
CHO parental Ca: ATP-evoked calcium signal inhibitors, parental CHO, primary screen, counter-screen for OX1R antagonist project, cell-based, fluorescence, Fluo-8 calcium dye. parental CHO-K1, ATP-induced calcium, Fluo-8 fluorescence. inhibition, % at 5.6 µM. 330,000 tested, 0.63% active. AID 463079, 2010;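 active = inhibition above that plate's mean sample inhibition plus 3 SD, cut at about 26% in these data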;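 also: 0% = ATP-challenged DMSO wells and 100% = DMSO wells without ATP; some compounds past the cut are filed as inactive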
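Assay system: untransfected parental CHO cell line. Also added: ATP agonist challenge. Dosing: one dose, 5.6 µM nominal. Measured by: Fluo-8 fluorescence. Read-out: % inhibition. Benchmarks: ATP wells versus no-ATP DMSO wells. Repeats: no replicates.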
OXTR potentiator: human OXTR potentiators, primary screen, fluorescence, CHO-OTR cells, Fluo-8 calcium; Oxytocin receptor (Homo sapiens), P30559; Fluo-8 calcium fluorescence, potentiator mode; 0% = oxytocin EC15, 100% = EC100; activation, % at 3 µM; 320,000 tested, 0.061% active;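 active = activation above that plate's cutoff, the mean activation of tested compounds plus 3 SD, cut at about 6.6% in these data, passing the limit was not always enough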;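 also: 100% uses oxytocin at 75 nM as the full agonist control; some results filed as inactive read as strong as hits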
Target sequence (P30559 whole entry, looked up): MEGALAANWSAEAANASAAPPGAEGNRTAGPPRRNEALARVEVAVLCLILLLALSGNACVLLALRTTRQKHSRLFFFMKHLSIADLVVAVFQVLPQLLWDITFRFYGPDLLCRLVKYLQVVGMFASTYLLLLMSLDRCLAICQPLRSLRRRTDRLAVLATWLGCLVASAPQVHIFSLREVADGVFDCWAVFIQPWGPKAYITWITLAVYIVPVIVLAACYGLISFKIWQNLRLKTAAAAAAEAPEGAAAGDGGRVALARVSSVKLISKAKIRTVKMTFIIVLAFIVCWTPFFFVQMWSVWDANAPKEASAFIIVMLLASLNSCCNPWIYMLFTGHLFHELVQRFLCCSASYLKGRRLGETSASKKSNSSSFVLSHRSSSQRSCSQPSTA
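assay system = CHO-OTR cells, human receptor | schedule = compound 6 min at room temperature before oxytocin, 100 s read | detection = Fluo-8 intracellular calcium fluorescence, ex 470-495, em 515-575 nm | evaluation = normalized max/min fluorescence ratio, % activation | control set = EC15 oxytocin alone as 0%, 75 nM oxytocin (EC100) as 100%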
CHO-K1 Ca antag: nonselective inhibitor or artifact in parental CHO-K1 cells | ATP-induced calcium, Fluo-8 fluorescence | inhibition, % at 3 µM | 360,000 tested, 0.6% active | AID 602250;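 active = inhibition above a per-plate cutoff, the plate's mean sample inhibition plus 3 SD, cut at about 24% in these data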;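 also: 0% = DMSO plus EC80 ATP and 100% = DMSO alone without ATP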
CHRM1 PAM: human M1 muscarinic receptor positive allosteric modulators, primary screen, CHO-K1 cells, Fluo-8 calcium fluorescence, 1536-well. Muscarinic acetylcholine receptor M1 (Homo sapiens), P11229. CHO-K1 hM1, ACh EC20; 0% = ACh EC20, 100% = maximal ACh. activation, % at 3 µM. 360,000 tested, 0.088% active. AID 588819, 2011; in the data active = activation above about 19%, passing the limit was not always enough
CHRM1 antagonist: human M1 muscarinic receptor antagonists, primary screen, CHO-K1 cells, Fluo-8 calcium fluorescence, 1536-well | Muscarinic acetylcholine receptor M1 (Homo sapiens), P11229 | CHO-K1 hM1, ACh EC80 antagonist | inhibition, % at 3 µM | 360,000 tested, 1.3% active | AID 588852, 2011;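 active = percent inhibition above its own plate's cutoff, namely the mean of that plate's compound wells plus 3 SD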;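 also: peak over basal fluorescence ratio during 140 s after agonist addition; 0% = ACh EC80 plus DMSO and 100% = DMSO alone without agonist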
M4 ag: human M4 muscarinic receptor agonists, primary screen, CHO-K1 cells, Fluo-8 calcium fluorescence; CHO-K1 hM4/Gqi5; vehicle 0%, full acetylcholine response 100%; activation, % at 3 µM; 360,000 tested, 0.14% active; Muscarinic acetylcholine receptor M4 (Homo sapiens), P08173;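 active = activation above the run mean over all test wells plus 3 SD, cut at about 32% in these data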;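 also: peak over basal fluorescence ratio per well then scaled between controls; 0% = DMSO wells and 100% = acetylcholine at EC100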
M1 ag parental: counter-screen for M1 agonists: effect in parental CHO-K1 cells. Fluo-8 calcium fluorescence; scaled to maximal ATP response, vehicle zero. activation, % at 3 µM. 360,000 tested, 0.48% active. AID 602248, 2012; in the data active = activation above about 15%;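 also: untransfected CHO-K1 host cells lacking M1 receptor as counterscreen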
The depositor's hits bear a star; x = no result given.

The opening three compounds, to show the layout:
Under each structure – M1 ag	CHRM4 antagonist	CHO parental Ca	OXTR potentiator	CHO-K1 Ca antag	CHRM1 PAM	CHRM1 antagonist	M4 ag	M1 ag parental
- Cc1ccc(Cl)cc1NC(=O)C1C2CCC(O2)C1C(=O)O (stereo not given)
 : -2.8	4.8	-4.7	1.6	-7.6	7.3	-19.8	0.1	1.4
- Cc1noc(C)c1NC(=O)Nc1cccc2c1O[C@H](CN(C)C(=O)NC1CCCCC1)[C@@H](C)CN([C@H](C)CO)C2=O
 : -3.0	14.4	-7.0	-7.5	-14.8	-3.7	14.5	1.5	0.7
- NCC(=O)NCC(=O)NC1(C(=O)O)CCCC1
 : -1.7	-3.3	x	x	-15.8	7.3	-10.2	0.8	3.7

This part in full (from the top)
Under each structure – M1 ag	CHRM4 antagonist	CHO parental Ca	OXTR potentiator	CHO-K1 Ca antag	CHRM1 PAM	CHRM1 antagonist	M4 ag	M1 ag parental
- Cc1ccc(Cl)cc1NC(=O)C1C2CCC(O2)C1C(=O)O (stereo not given)
 : -2.8	4.8	-4.7	1.6	-7.6	7.3	-19.8	0.1	1.4
- Cc1noc(C)c1NC(=O)Nc1cccc2c1O[C@H](CN(C)C(=O)NC1CCCCC1)[C@@H](C)CN([C@H](C)CO)C2=O
 : -3.0	14.4	-7.0	-7.5	-14.8	-3.7	14.5	1.5	0.7
- NCC(=O)NCC(=O)NC1(C(=O)O)CCCC1
 : -1.7	-3.3	x	x	-15.8	7.3	-10.2	0.8	3.7
- Cc1noc2ncnc(Oc3ccc(F)cc3)c12
 : -2.5	-3.1	-3.7	-8.2	8.0	3.7	-0.3	0.2	-0.3
- Cc1cc(-n2cccn2)ccc1CN1CCN(C2CCCC2)C(CCO)C1 (stereo not given)
 : -4.0	98.7*	-8.5	-12.4	5.9	-20.1	99.6*	1.8	-0.3
- Cc1ccc(N=Nc2c(O)n(CN3CCOCC3)c3ccccc23)cc1
 : -0.5	3.5	-1.4	-17.0	6.1	3.7	0.1	1.4	-0.1
- CCOC(=O)NC(=O)COC(=O)c1ccc(Sc2ncn[nH]2)c([N+](=O)[O-])c1
 : -2.0	-3.6	10.5	-7.3	-13.6	5.3	-8.1	0.0	0.5
- O=C(COc1ccc(C(=O)NCc2cccnc2)cc1)Nc1cccc(C(F)(F)F)c1
 : -2.5	-1.9	15.6	-18.2	13.4	-18.1	35.7*	17.4	8.6
- COC(=O)C1C(=O)/C(=C(/C)N2CCCC2)C(=O)CC1(C)C (stereo not given)
 : -1.3	0.8	2.0	2.6	-5.2	2.6	0.6	-0.2	1.1
- CCN(CC)S(=O)(=O)c1ccc(/C=C/C(=O)Nc2cccc(F)c2)cc1
 : -1.7	4.8	-2.3	-7.7	-6.2	-2.3	4.0	10.5	9.8
- Cc1cc(O)c2c(-c3ccccc3)cc(=O)oc2c1
 : -2.0	0.4	2.0	-17.2	-0.9	-5.0	15.4	7.3	5.6
- O=C(CN1CCN(C(=O)c2ccco2)CC1)Nc1ccccc1
 : -2.5	-3.2	0.2	-9.0	-7.1	4.0	-5.9	0.9	0.6
- CN(CCc1cn[nH]c1)C(=O)CC1C(=O)NCCN1Cc1ccccc1C(F)(F)F (stereo not given)
 : -3.5	13.8	-0.3	-7.0	10.4	7.9	-0.9	1.0	-0.4
- COc1cccc(CN(C(=O)c2ccccc2Br)C2CCS(=O)(=O)C2)c1 (stereo not given)
 : -3.1	-6.1	-17.5	-9.3	-11.2	0.3	-8.9	2.6	0.8
- COc1nc(NCc2cccnc2)nc(NC2CCCCC2)n1
 : -9.3	-3.2	-6.3	0.3	15.3	-5.4	2.9	0.3	-0.4

Reformatted in CSV form: part of the list above
SMILES,M1 ag,CHRM4 antagonist,CHO parental Ca,OXTR potentiator,CHO-K1 Ca antag,CHRM1 PAM,CHRM1 antagonist,M4 ag,M1 ag parental
Cc1ccc(N=Nc2c(O)n(CN3CCOCC3)c3ccccc23)cc1,-0.5,3.5,-1.4,-17.0,6.1,3.7,0.1,1.4,-0.1
CCOC(=O)NC(=O)COC(=O)c1ccc(Sc2ncn[nH]2)c([N+](=O)[O-])c1,-2.0,-3.6,10.5,-7.3,-13.6,5.3,-8.1,0.0,0.5
O=C(COc1ccc(C(=O)NCc2cccnc2)cc1)Nc1cccc(C(F)(F)F)c1,-2.5,-1.9,15.6,-18.2,13.4,-18.1,35.7*,17.4,8.6
COC(=O)C1C(=O)/C(=C(/C)N2CCCC2)C(=O)CC1(C)C (stereo not given),-1.3,0.8,2.0,2.6,-5.2,2.6,0.6,-0.2,1.1

Further entries
Under each structure – M1 ag	CHRM4 antagonist	CHO parental Ca	OXTR potentiator	CHO-K1 Ca antag	CHRM1 PAM	CHRM1 antagonist	M4 ag	M1 ag parental
- NS(=O)(=O)c1ccc(NC(=S)NCc2ccco2)cc1
 : -7.6	4.8	16.7	-6.7	-9.1	9.9	-6.1	0.0	0.9
- Nn1c(SCc2ccccc2)nnc1-c1ccco1
 : -3.2	-12.6	-2.9	-0.5	-0.2	2.8	0.1	0.9	-0.3
- COc1cccc(NC(=S)N(CCCN2CCC(C)CC2)Cc2cccs2)c1
 : -8.1	2.4	-27.8	-6.5	-4.5	-11.0	20.1	1.0	0.9
- C[C@H]1CN([C@@H](C)CO)C(=O)CCCn2nncc2CO[C@H]1CN(C)S(=O)(=O)c1ccc(F)cc1
 : -3.4	3.1	x	x	1.3	0.1	1.5	0.2	0.7
- CCOc1ccc2ccccc2c1CNc1nnnn1C
 : -3.8	-6.7	-4.6	-0.9	-5.1	6.8	-2.0	0.2	1.0
- CCCn1cc(S(=O)(=O)CC(=O)Nc2ccc(OC)cc2OC)c2ccccc21
 : -0.5	-3.6	-16.7	0.9	-40.8	4.0	-9.2	4.2	1.6
- COc1ccc(N2CCN(C(=O)C3CC(=O)N(c4ccc(C)cc4)C3)CC2)cc1 (stereo not given)
 : -1.8	7.6	-5.7	-3.3	-18.2	2.7	-6.2	-0.8	0.2
- C=CCn1c2ccccc2c2nnc(SCC(=O)O)nc21
 : -1.9	2.8	-0.9	0.1	4.1	13.3	-13.9	-0.5	-0.1
- O=C(Nc1ccccc1)C1=C(N2CCOCC2)/C(=C/c2cccnc2)CC1
 : -2.6	0.4	-2.4	-5.5	-5.8	-9.2	10.1	0.1	0.2
- CC(C)C[C@H](CO)N(Cc1ccccc1)S(=O)(=O)N(Cc1ccccc1)[C@@H](CO)CC(C)C
 : -5.0	33.5*	-4.0	-10.9	-15.9	-12.4	24.1	10.8	0.5
- NC(=O)NC(=O)C[n+]1cccc(/C=N/O)c1
 : -5.3	12.1	-7.3	-4.1	-2.6	-1.3	4.7	0.0	0.1
- CCOC(=O)Cc1cc(=O)n2[nH]c(C)c(-c3ccccc3OC)c2n1
 : -5.4	2.2	4.8	-23.2	5.7	-5.2	10.5	0.2	-0.2
- COc1ccc(CN(CC(=O)NC2CCCC2)C(=O)c2csnn2)cc1
 : -4.8	-16.9	-9.6	-6.0	-8.4	-4.3	-16.3	1.1	0.8
- C=C(C)c1cccc(C(C)(C)NC(=O)NC2CCN(Cc3ccccc3)CC2)c1
 : 3.2	3.2	-30.6	-15.0	-8.7	-18.5	30.6	0.6	0.2
- CC(=O)N1CN(Cc2ccccn2)Cc2c1sc1c2CCCC1
 : -5.6	-2.6	-5.5	-2.7	-3.2	2.8	1.0	0.7	0.3

Next part
Under each structure – M1 ag	CHRM4 antagonist	CHO parental Ca	OXTR potentiator	CHO-K1 Ca antag	CHRM1 PAM	CHRM1 antagonist	M4 ag	M1 ag parental
- Oc1c(N=Nc2ccc(F)cc2)ccc2ccccc12
 : -1.3	4.0	-12.1	4.8	-7.9	15.9	-28.5	0.6	0.6
- O=C(NC1CCCCC1)C(c1ccc(F)cc1)N(C(=O)c1csnn1)C1CC1 (stereo not given)
 : 1.1	-11.5	-4.4	-5.2	-7.5	21.9	-14.8	0.4	-0.2
- Cc1ccc(C)c(-c2nnc(OCC(=O)Nc3cc(C)on3)c3ccccc23)c1
 : -2.1	-1.0	-19.2	-7.8	-13.9	6.9	-21.2	0.0	0.7
- COC(=O)C(C)Oc1ccc(Cc2ncc(C(F)(F)F)cc2Cl)cc1 (stereo not given)
 : -5.3	-2.7	-8.1	-10.7	1.6	-0.7	5.0	-0.7	-0.1
- COc1ccccc1C(=O)NCC(=O)N(C)Cc1nc2ccccc2c(=O)[nH]1
 : -0.9	10.7	x	x	-12.6	2.8	-12.3	2.1	0.9
- CCO[C@@H]1OC(C(=O)NC2CC2)=C[C@H](C2CCCCC2)[C@H]1CCCO
 : -9.1	9.5	-11.6	-7.2	-9.7	2.5	1.5	1.1	0.6
- CN(C)S(=O)(=O)c1ccc(NC(=O)c2cc(F)c(F)cc2Cl)cc1
 : -3.4	-5.2	-8.6	-8.1	-10.2	-1.7	-1.5	2.0	1.3
- COc1ccc(C2C(C#N)=C(N)Oc3n[nH]c(-c4ccccn4)c32)c(OC)c1OC (stereo not given)
 : -1.6	-7.8	-7.3	-8.2	-10.2	6.4	-8.7	0.3	0.5
- Cc1c(Cl)c([N+](=O)[O-])nn1CC(=O)N1CCc2ccccc2C1
 : -5.4	1.4	-2.6	-9.1	-3.1	-3.3	5.6	0.0	0.7
- CC1=C(C(=O)OCc2ccccc2)C(c2cccc([N+](=O)[O-])c2)NC(=O)N1 (stereo not given)
 : -4.2	4.5	-21.8	-7.0	-3.5	5.2	-9.1	1.8	1.6
- CCOC(=O)N1CCC(=NNc2nc3ccccc3s2)CC1
 : -2.0	-5.0	-6.2	-2.6	-15.2	6.7	-7.8	0.7	0.7
- COc1ccc(NC(=O)N2CCCc3ccccc32)cc1OC
 : 1.1	0.1	-7.6	-2.5	2.9	5.5	-19.7	1.8	0.1
- CCN(CC(=O)Nc1cccc(F)c1)CC(=O)Nc1ccc2c(c1)OCCO2
 : -2.3	-2.2	x	x	13.5	4.4	-2.8	-0.2	-0.2
- O=C(Nc1ccccc1)Nc1ccc(-n2ccc(C(F)(F)F)n2)cc1
 : 3.9	44.9*	41.2*	-17.3	25.7*	-23.7	67.8*	24.9	16.7*
- Cc1sc(NC(=O)CN2CCCC2)nc1-c1ccc2c(c1)CCN2C(=O)c1cccc(F)c1
 : -11.4	5.8	5.1	-9.4	-8.0	-13.0	1.4	4.8	3.1
- CCNC(=O)CN(C1CCCCC1)S(C)(=O)=O
 : -2.2	-3.6	4.1	4.4	3.1	9.1	0.1	3.3	0.6
- CC1(C)OC(=O)C2=C(C[C@@H](C3CC3)O[C@H]2c2ccc(Cl)cc2)O1
 : x	-3.3	x	x	-6.9	x	x	-1.2	-0.4
- COc1ccc(NC(=O)Cn2nc(C(=O)O)c3ccccc3c2=O)cc1Cl
 : -4.7	2.3	-5.6	0.4	2.7	-5.1	7.4	0.7	2.4
